Assay outcomes (PubChem BioAssay)
b-catenin transl – alters nuclear translocation of beta-catenin in HeLa cells | immunofluorescence imaging | nuclear translocation activity, % at 5 µM | 190,000 tested, 0.3% active;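 active = nuclear translocation activity above 50% at 5 µM, with a well cell count of 50 or more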;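 note: per-cell ratio of nuclear to cytoplasmic median beta-catenin stain intensity; plate controls were DMSO negative control for no effect and GSK-3 inhibitor IX positive control for full effect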
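Signal – beta-catenin immunofluorescence imaging with DAPI · Test system – human HeLa cell line · Dosing – 5 µM primary single dose, 0.1% DMSO, 0.02–20 µM confirmation series · Measure – % activation, nuclear-to-cytoplasmic median beta-catenin signal ratio per cell · Incubation – 24 h compound exposure at 37°C, 5% CO2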
Autophagy HCS – modulators of autophagy | MEF GFP-LC3 puncta imaging; test concentration mostly 10 µM | calls only at 10 µM (by protocol) | 190,000 tested, 0.98% active;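 active = percentage of spot-positive cells more than 3 SD above its plate mean, without a fluorescence outlier flag or 80% toxicity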;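 note: spot-positive cell cutoff set from DMSO-treated cells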
Myeloid diff 2 – myeloid differentiation induction; ER-HoxA9 myeloid progenitors, lysozyme-GFP differentiation, flow cytometry; calls only at 10 µM; 360,000 tested, 1% active; AID 624256;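 active = normalized GFP-positive differentiation at or above the plate's own cutoff, the solvent-only control mean plus 3 SD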;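 note: cells exposed to compound for four days before flow analysis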
Lipid droplet – hepatic lipid droplet formation modulation. AML12 mouse hepatocytes, oleate lipid droplets, BODIPY imaging. inhibition, % at 6.5 µM. 240,000 tested, 0.4% active;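 active = lipid droplet intensity inhibited by at least 50%, with more than 500 cells counted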
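Test system: AML12 mouse liver cells; schedule: overnight exposure; technique: high-content imaging of BODIPY-stained droplets and DAPI nuclei; read-out: % inhibition of corrected integrated BODIPY droplet signal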
T cell HTS – T cell immune modulation candidate. 330,000 tested, 0.068% active. calls only at 7 µM. 2C CD8+ T cell-vesicle binding, flow cytometry; hits give low values;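 active = response, share of CD8 T cells binding vesicles, and their 90th percentile fluorescence all below set limits, cut at about 80% in these data, passing the limit was not always enough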
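Also added: QL9-peptide-loaded Drosophila micro-vesicles bearing Ld, ICAM-1 and B7-1; Test system: purified 2C TCR transgenic mouse naive CD8+ T cells; Measured by: cytometric PE anti-B7-1 and Alexa647 anti-CD8 signals after 1% paraformaldehyde fixation; Timing: binding step 1.5 h, 37 °C, antibody labelling 20 min, ice.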
MT stabilizer – microtubule stabilization, imaging screen. % tubulin-high responders, % at 10 µM. 200,000 tested, 0.83% active. AID 2205. HeLa tubulin immunostaining HCS, 24 h; share of cells brighter than vehicle mean+2SD;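 active = plate Z-score above 3 for both tubulin-high and condensed-nucleus cell shares, with cell loss under 80%, at 10 µM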;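 note: anti alpha tubulin signal scored within the nucleus-defined area of each cell; some results filed as inactive read as strong as hits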
WT yeast gro inh – growth inhibition of WT yeast, mitochondrial fusion screen. mitochondrial fusion phenotypic screen, WT strain. inhibition, % at 10 µM. 190,000 tested, 2.1% active; in the data active = inhibition above about 58%; tested in S. cerevisiae
Insulin prom up – MIN6 insulin promoter up-regulation | MIN6 insulin promoter-GFP reporter, high-content imaging; hits give high values | z-score at 5 µM | 190,000 tested, 0.3% active;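 active = z-score above 3 at 5 µM with at least 500 cells counted in the well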
West Nile antiviral – inhibition of WNV-induced cytopathic effect – cell-based, CPE readout (AID 1621). West Nile virus-infected cells, CPE inhibition; higher % means a stronger effect. one-dose CPE inhibition, % at 10 µM; IC50 in µM for titrated hits. 290,000 tested, 0.02% active; in the data active = a potency from the dose series; note: strong numbers were not always called active
WT yeast gro inh mutant strain – further read-out of WT yeast gro inh, marked with its call; inhibition, %; mitochondrial fusion phenotypic screen, mutant strain inhibition
Insulin prom up cell count – also measured in Insulin prom up; calls as there; cell count; measured here: cytotoxicity, nuclei count;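 total cells summed across four imaged fields per well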
Lipid droplet cells 6.5 µM – second read-out of Lipid droplet, no call of its own (marks repeat the call); cell count; measured here: cell count, cytotoxicity flag;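 cells counted across two imaged fields per well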
b-catenin transl cell count 5 µM – also measured in b-catenin transl; calls as there; cell count; measured here: cell count, cytotoxicity flag
T cell HTS vesicle-bound % – second read-out of T cell HTS, no call of its own (marks repeat the call); double positive events, %; measured here: CD8+ vesicle-bound cell fraction;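 binding gate set so that unloaded-vesicle control wells show 10% double positive cells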
MT stabilizer Hoechst-high % – further read-out of MT stabilizer, marked with its call; % Hoechst-high responders; measured here: nuclear condensation Hoechst responders;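 share of cells brighter than vehicle mean plus two SD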
MT stabilizer cytotoxicity % – second read-out of MT stabilizer, no call of its own (marks repeat the call); toxicity, %; measured here: cytotoxicity by cell density;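 0% = mean cell density of plate MIN control wells and 100% = no cells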
Autophagy HCS cell loss 18 h – second read-out of Autophagy HCS, no call of its own (marks repeat the call); toxicity, %; measured here: cell loss, nuclei count;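 cell loss after 18 h compound exposure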
Myeloid diff 2 GFP+ MAC1+ % – further read-out of Myeloid diff 2, marked with its call; GFP+ MAC1+ double positive, %; measured here: differentiation confirmed by MAC1 staining
* marks the source's active call; other numbers are inactive results; i = inactive; . = no result given.

A first look, five compounds:
SMILES | b-catenin transl | b-catenin transl cell count 5 µM | Autophagy HCS | Autophagy HCS cell loss 18 h | Myeloid diff 2 | Myeloid diff 2 GFP+ MAC1+ % | Lipid droplet | Lipid droplet cells 6.5 µM | T cell HTS | T cell HTS vesicle-bound % | MT stabilizer | MT stabilizer Hoechst-high % | MT stabilizer cytotoxicity % | WT yeast gro inh | WT yeast gro inh mutant strain | Insulin prom up | Insulin prom up cell count | West Nile antiviral
CCCN1Cc2cccc(C(N)=O)c2C1=O | -2.1 | 884 | i | 9 | i | 0.3 | . | . | i | 56 | 3.6 | 2.4 | 4.1 | 10 | 6 | -0.76 | 1366 | -0.4%
COc1ccc(/C=N/NC(=O)c2ccc(Cl)cc2)cc1COC(C)=O | . | . | i | -8 | i | 0.6 | 14 | 711 | i | 59 | 2.5 | 1.7 | 5.4 | 17 | 1 | 0.15 | 1265 | -0.5%
Cc1nnc(Nc2ccc(Cl)cc2)s1 | -1.0 | 1263 | . | . | i | 0.7 | -6 | 700 | i | 34 | . | . | . | . | . | -0.34 | 1086 | 0.1%
COc1cccc(-n2c(=O)c3c(C)c(C(=O)N(C)C)sc3n(CC(=O)NCC3CCCO3)c2=O)c1 (stereo not drawn) | 0.6 | 1120 | i | 3 | i | 0.4 | 6 | 711 | i | 31 | 2.7 | 3.4 | 3.5 | -2 | 1 | 0.86 | 1277 | 0.1%
CC(C)c1ccc(C2=C(O)c3ccccc3C(=O)C2=O)cc1 | -2.0 | 966 | i | -16 | i | 0.9 | 12 | 674 | i | 44 | 2.4 | 3.2 | 5.4 | -4 | -1 | 0.04 | 1364 | -0.8%

This part in full, from the start:
SMILES | b-catenin transl | b-catenin transl cell count 5 µM | Autophagy HCS | Autophagy HCS cell loss 18 h | Myeloid diff 2 | Myeloid diff 2 GFP+ MAC1+ % | Lipid droplet | Lipid droplet cells 6.5 µM | T cell HTS | T cell HTS vesicle-bound % | MT stabilizer | MT stabilizer Hoechst-high % | MT stabilizer cytotoxicity % | WT yeast gro inh | WT yeast gro inh mutant strain | Insulin prom up | Insulin prom up cell count | West Nile antiviral
CCCN1Cc2cccc(C(N)=O)c2C1=O | -2.1 | 884 | i | 9 | i | 0.3 | . | . | i | 56 | 3.6 | 2.4 | 4.1 | 10 | 6 | -0.76 | 1366 | -0.4%
COc1ccc(/C=N/NC(=O)c2ccc(Cl)cc2)cc1COC(C)=O | . | . | i | -8 | i | 0.6 | 14 | 711 | i | 59 | 2.5 | 1.7 | 5.4 | 17 | 1 | 0.15 | 1265 | -0.5%
Cc1nnc(Nc2ccc(Cl)cc2)s1 | -1.0 | 1263 | . | . | i | 0.7 | -6 | 700 | i | 34 | . | . | . | . | . | -0.34 | 1086 | 0.1%
COc1cccc(-n2c(=O)c3c(C)c(C(=O)N(C)C)sc3n(CC(=O)NCC3CCCO3)c2=O)c1 (stereo not drawn) | 0.6 | 1120 | i | 3 | i | 0.4 | 6 | 711 | i | 31 | 2.7 | 3.4 | 3.5 | -2 | 1 | 0.86 | 1277 | 0.1%
CC(C)c1ccc(C2=C(O)c3ccccc3C(=O)C2=O)cc1 | -2.0 | 966 | i | -16 | i | 0.9 | 12 | 674 | i | 44 | 2.4 | 3.2 | 5.4 | -4 | -1 | 0.04 | 1364 | -0.8%
CN(C(=O)CN1C(=O)CCSc2ccc(S(=O)(=O)N3CCCC3)cc21)c1ccccc1 | . | . | . | . | i | 1.0 | -4 | 678 | i | 26 | . | . | . | . | . | . | . | -0.6%
CC(=O)c1ccc(N2CCN(C(=O)C3CCN(S(=O)(=O)c4ccc5c(c4)CC(C)N5C(C)=O)CC3)CC2)cc1 (stereo not drawn) | . | . | . | . | i | 1.3 | -2 | 779 | i | 17 | . | . | . | . | . | . | . | -0.5%
COc1ccc(NC(=S)N2CCC(NC(=O)c3ccc(OC)cc3)CC2)cc1 | . | . | . | . | i | 1.8 | -11 | 778 | i | 54 | . | . | . | . | . | . | . | -0.3%
Cn1c(=O)c2c(nc(Cl)n2Cc2ccc(Cl)c(Cl)c2)n(C)c1=O | 1.8 | 1285 | i | -2 | i | 0.7 | . | . | i | 14 | 2.4 | 2.6 | 8.5 | -2 | -2 | -0.62 | 1607 | .
O=C(NN=C1C2CC3CC1CC(Cl)(C3)C2)c1ccccn1 | 0.1 | 1051 | i | 10 | i | 0.1 | 13 | 722 | i | 57 | 1.6 | 1.6 | 6.4 | 9 | 7 | -0.21 | 1199 | 1.2%
Cc1cc(C(=O)NCc2ccco2)no1 | 4.9 | 1045 | i | 2 | i | 1.3 | 3 | 794 | i | 20 | 1.7 | 1.7 | 3.6 | 5 | -3 | 0.58 | 876 | -0.5%
CCCn1c(SCC(=O)NCc2ccccc2)nnc1-c1ccncc1 | . | . | i | -3 | i | 1.5 | -4 | 799 | i | 30 | 2.2 | 1.7 | 9.7 | -5 | -9 | -0.12 | 940 | 0.3%
O=C(NCc1cccnc1)c1ccccc1CCc1ccccc1 | 0.0 | 1483 | i | 16 | i | 0.9 | 2 | 672 | i | 28 | 4.5 | 1.8 | 19 | 1 | 1 | 0.13 | 1453 | -0.8%
CCc1ccc(/C=C2/SC(=S)N(CCC(=O)Nc3cccnc3)C2=O)cc1 | . | . | . | . | i | 1.4 | -2 | 815 | i | 66 | . | . | . | . | . | . | . | -0.9%
Cc1ccccc1SCC(=O)OCC(=O)Nc1sccc1C(N)=O | 0.1 | 1227 | i | 1 | i | 1.1 | -14 | 647 | i | 39 | 1.8 | 2.6 | 4.2 | 6 | 6 | 0.4 | 1390 | 0.1%
Cc1ccc(C)c(-n2cc(CN3CCNC(=O)CC3)c(-c3ccccc3)n2)c1 | -0.2 | 1474 | i | 3 | i | 0.1 | -9 | 661 | i | 44 | 1.6 | 1.7 | 7.6 | -3 | 5 | . | . | -0.5%
COc1ccc(NC(=O)c2ccc3c(c2)OCCO3)cc1OC | . | . | . | . | i | 0.8 | -6 | 816 | i | 24 | . | . | . | . | . | . | . | 0.0%
CCOC(=O)c1ccc(NC(=S)N2CCSC2c2ccc(OC)cc2)cc1 (stereo not drawn) | -0.3 | 954 | i | -1 | i | 0.6 | -16 | 639 | i | 33 | 3.0 | 2.3 | 11 | 11 | 18 | 0.41 | 1286 | -1.2%
CC(=O)C1=C(C)NC(=S)NC1c1cccc([N+](=O)[O-])c1 (stereo not drawn) | -5.0 | 1124 | i | 9 | i | 0.0 | 3 | 721 | i | 27 | 4.7 | 1.4 | 8.7 | -21 | -17 | -0.1 | 1287 | -0.6%
CC1CCN(C(=O)c2cc(Cl)ccc2NC(=O)c2ccco2)CC1 | . | . | . | . | i | 0.1 | -4 | 813 | i | 33 | . | . | . | . | . | . | . | -0.1%
Cc1ccnc(SCC(N)=O)n1 | 0.3 | 1061 | i | -3 | i | 0.7 | -8 | 618 | i | 31 | 3.7 | 2.0 | 2.7 | 5 | -2 | -0.02 | 1302 | 0.1%
O=C(CCCn1nnnc1CN1CCOCC1)N1CCN(c2ccccc2F)CC1 | . | . | . | . | i | 0.3 | -8 | 704 | i | 59 | . | . | . | . | . | . | . | 0.1%
Cc1ccc(NC(=S)N(Cc2ccccc2)C(C)C)cc1 | 0.4 | 1339 | . | . | i | 0.6 | -2 | 794 | i | 46 | . | . | . | . | . | 1.6 | 1392 | 0.2%
O=C(Cn1nnc2ccccc21)c1ccccc1 | 0.3 | 1101 | i | 31 | i | 1.6 | 14 | 613 | i | 13 | 2.9 | 1.4 | 6.9 | 24 | 12 | 0 | 1441 | 0.0%
CSc1oc(-c2ccccc2)nc1S(=O)(=O)c1ccc(F)cc1 | -2.9 | 893 | i | 0 | i | 8.2 | . | . | i | 13 | 3.5 | 2.2 | 4.6 | 3 | -4 | -0.3 | 1063 | 0.4%
COC(=O)c1c(CCl)noc1C(=O)NC(C)C | 0.3 | 1386 | i | -36 | i | 0.1 | . | . | i | 16 | 4.4 | 2.0 | 3.4 | -2 | -10 | -0.28 | 1529 | -0.1%
CC1=C(C(=O)NCc2ccccc2)C(c2cccs2)NC(=S)N1 (stereo not drawn) | 2.6 | 1040 | i | 8 | i | 0.1 | -20 | 692 | i | 66 | 0.7 | 0.7 | 2.3 | 4 | -6 | -0.2 | 1430 | -0.7%
Cc1ccccc1C(=O)Nc1ccnn1C1CCN(Cc2cnn(C)c2)CC1 | . | . | . | . | i | 7.5 | -1 | 870 | i | 30 | . | . | . | . | . | . | . | -0.4%
CCc1nc(N2CCN(C(=O)c3ccccc3)CC2)c(C#N)c2c1COC(C)(C)C2 | 4.2 | 1117 | i | 5 | i | 0.5 | . | . | i | 30 | 4.6 | 3.1 | 7.3 | 49 | -1 | -1.6 | 1073 | 0.0%
O=C(NCC(c1ccco1)N1CCCCC1)C(c1ccccc1)c1ccccc1 (stereo not drawn) | -1.9 | 1122 | i | 48 | i | 0.6 | 8 | 783 | i | 28 | 2.2 | 2.7 | 8.9 | 1 | 5 | 1.9 | 1051 | -0.8%
CSc1nc2c(c(=O)[nH]c(=O)n2C)n1C/C=C(\C)Cl | 2.4 | 786 | i | -7 | i | 0.5 | . | . | i | 28 | 6.3 | 2.0 | 5.9 | -7 | -8 | -0.86 | 1344 | 0.2%
O=C(C1CCN(S(=O)(=O)N2CCOCC2)CC1)N1CCN(c2ccccc2F)CC1 | 0.3 | 1127 | i | 8 | i | 0.5 | -8 | 695 | i | 56 | 6.8 | 2.1 | 4.3 | 10 | -8 | 0.11 | 1086 | -0.1%
CCOC(=O)CCNCC1COc2ccccc2O1 (stereo not drawn) | -1.0 | 1107 | i | 0 | i | 1.0 | 16 | 675 | i | 46 | 1.2 | 1.3 | 2.8 | -2 | 0 | 1 | 2123 | -0.1%
